Screening data as filed in PubChem.
Pf apPOL inh = Pf-apPOL inhibitors, biochemical, fluorescence. Plasmodium falciparum apicoplast DNA polymerase (apPOL). Recombinant Pf-apPOL, molecular beacon fluorescence, 1.5 h. inhibition, % at 10 µM. actives 0.25% (n = 210,000). AID 1794808, 2022
mHTT-CaM PPI inh = mutant huntingtin-calmodulin interaction inhibitors – biochemical, AlphaScreen, primary screen. AlphaScreen His-mHTT/GST-CaM binding, luminescence. actives 3.6% (n = 190,000). inhibition, % at 15 µM. AID 1671202, 2021;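 note: 0% = both proteins with DMSO and 100% = one protein alone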
Numbers without * were called inactive; · = no result given; & = joins results of further samples. Cut-off read from the data, not from the text of the source: active = inhibition above about 50%; inactive = the rest. Compounds as they come; overall some 3.6% were active at least once.

| structure | mHTT-CaM PPI inh | Pf apPOL inh |
| --- | --- | --- |
| COc1ccc(N(CC(=O)NC(C)(C)C)S(=O)(=O)c2ccccc2[N+](=O)[O-])c(OC)c1 | 15 | 11 |
| COc1ccccc1C(=O)Nc1nc2ccc(S(C)(=O)=O)cc2s1 | 3 | -6 |
| CCOc1ccc(NC(=O)N2CCn3cccc3C2Cc2ccccc2)cc1 (stereo not drawn) | 35 | 1 |
| Cc1cccc(NS(=O)(=O)c2cc(Br)cc3c2N(C(=O)C2CC2)CC3)c1C | 3 | -6 |
| CC(=O)N1CCC(n2c(C)nc(C(=O)NCc3ccc(OC(C)C)cc3)c2C)CC1 | 5 | -8 |
| CC(=O)N1c2ccc(S(=O)(=O)NCc3cccnc3)cc2CC1C (stereo not drawn) | -6 | -2 |
| COc1ccc(NCN2C(=O)C3C4C=CC(C4)C3C2=O)cc1 (stereo not drawn) | 8 | 0 |
| N#CCOc1ccc2c(=O)c(-c3ccc(Br)cc3)coc2c1 | -5 | -8 |
| O=C(NC1CCCCC1)C1CCN(c2cnc(N3CCCCCC3)nc2)CC1 | -6 | 2 |
| CS(=O)(=O)N1CC(c2nc(-c3ncccn3)no2)C1 | -15 | -7 |
| CC1CN=C2C=C(N3CCN(C(=O)NCc4ccco4)CC3)N=CN21 (stereo not drawn) | 6 | -2 |
| C=CCSc1nc2c(c(=O)[nH]1)CCCC2 | -6 | -4 |
| O=c1c(S(=O)(=O)N2CCCC2)cccn1Cc1cccc(F)c1 | -3 | -5 |
| COCCn1cc2c3c(cccc31)CN(C(=O)Nc1ccc(C)cc1)CC2 | -5 | -2 |
| COc1ccccc1C(=O)CC1(O)C(=O)N(Cc2ccccc2C)c2ccccc21 (stereo not drawn) | 5 | -11 |

More records.
| structure | mHTT-CaM PPI inh | Pf apPOL inh |
| --- | --- | --- |
| CCCOc1ccc(N2C(=O)C3C(C2=O)C2(C)CC3(C)CC2=O)cc1 (stereo not drawn) | 5 | -2 |
| O=C(O)COc1ccc2c(c1)OC(=Cc1cccc(F)c1)C2=O | 18 | -11 |
| COCCCNC(=O)c1ccc2nc(-c3ccc(F)cc3)c(-c3ccc(F)cc3)nc2c1 | 11 | -1 |
| O=[N+]([O-])C1=Cc2ccccc2OC1c1c(Cl)cccc1Cl (stereo not drawn) | 30 | -4 |
| C=CC(COCc1ccccc1)N(Cc1ccccc1)S(=O)(=O)c1ccccc1Br (stereo not drawn) | -36 | -2 |
| CCC(C)(C)C(=O)N1CCC(CCOCc2ccc(F)cc2)CC1 | -17 | -3 |
| COc1ccc(C)cc1S(=O)(=O)N1CCC2(CC1)NC(=O)N(Cc1ccccc1)C2=O | -5 | 0 |
| O=C(Nc1ccccc1-c1nc2ccccc2[nH]1)c1ccccc1Br | 51* | 2 |
| COc1ccc(Cl)cc1S(=O)(=O)N1CCCN(C2CCN(CC3CC3)C2=O)CC1 (stereo not drawn) | 14 | -10 |
| Cc1c(C(=O)NCCc2ccccc2)oc2ccc(S(=O)(=O)N3CC(C)CC(C)C3)cc12 (stereo not drawn) | -3 | 0 |
| CCN1CCn2cc(C(=O)N3CCN(c4ccccc4)CC3)nc2C1 | 5 | -2 |
| NS(=O)(=O)c1ccc(NC(=O)CCc2csc(NC(=O)c3ccco3)n2)cc1 | 10 | 3 |
| COc1cccc(C=C2Oc3cc(OS(C)(=O)=O)ccc3C2=O)c1 | 6 | -6 |
| N#Cc1c(N)nc2c(c1-c1cccs1)CCCCC2 | -7&-2 | -4&-4 |
| COc1ccc(C(=O)N2CCCC(C)(C(=O)NCc3ccc(F)cc3)C2)cc1 (stereo not drawn) | 3 | 4 |

Going on with the list.
| structure | mHTT-CaM PPI inh | Pf apPOL inh |
| --- | --- | --- |
| O=c1[nH]cnc(O)c1[N+](=O)[O-] | · | -4 |
| COc1ccc(C2Nc3ccc4ncccc4c3C3=C2C(=O)CC(c2ccccc2)C3)c(OC)c1 (stereo not drawn) | 17 | 1 |
| COc1nonc1OC(C)CNc1ccc(Cl)cc1[N+](=O)[O-] (stereo not drawn) | 18 | -1 |
| Cc1ccc([N+](=O)[O-])cc1NC(=O)C1C2C3CCC(C3)C12 (stereo not drawn) | -3 | -7 |
| CCOc1cc2c(cc1OCC)C1CC(=O)N(c3ccc(F)c(Cl)c3)C(=O)N1CC2 (stereo not drawn) | 1 | 2 |
| O=C(c1cccnc1Oc1ccc(Cl)cc1)N(Cc1ccccn1)Cc1ccccn1 | · | -4 |
| C=CCn1cnc2c1c(=O)n(CC1CC1)c(=O)n2-c1ccccc1 | -3 | 1 |
| O=C1c2ccc([N+](=O)[O-])cc2S(=O)(=O)N1c1ccccc1 | 0 | -1 |
| O=C(C1CCCN(Cc2ccccc2Br)C1)N1CCCC1 (stereo not drawn) | 1 | 4 |
| Clc1ccc(-c2cnc(-c3ccncc3)o2)cc1 | 3 | 32 |
| Cc1ccc(C(=O)Nc2ccc(-c3nc4cc(Cl)ccc4o3)c(O)c2)cc1[N+](=O)[O-] | -3 | -1 |
| CCCc1nc2cccnc2n1C1CCN(C(=O)Nc2ccc3c(c2)CCC3)C1 (stereo not drawn) | 26 | 0 |
| COc1cc(NC(=O)CSc2nc3nc(C)c(Cc4ccc(C)cc4)c(C)n3n2)cc(OC)c1 | 47 | -9 |
| Cc1cccn2c(=O)nc(SCC(=O)NCC3CCCO3)nc12 (stereo not drawn) | -4 | -6 |
| Cc1ccc(Cl)cc1NS(=O)(=O)c1cccc2c1C(=O)c1ccccc1C2=O | 8 | 13 |

New compounds follow
| structure | mHTT-CaM PPI inh | Pf apPOL inh |
| --- | --- | --- |
| COCc1cc(=O)[nH]c(SC2CC(=O)N(c3ccc(N4CCOCC4)cc3)C2=O)n1 (stereo not drawn) | · | 0 |
| Cc1cc(C)cc(NC(=O)N2CCCC(C)(C(=O)NCc3ccccc3C)C2)c1 (stereo not drawn) | 1 | 0 |
| CCOCCCn1c(=N)c(C(=O)NCc2ccccc2)cc2c(=O)n3ccccc3nc21 | -2 | 6 |
| CCc1cccc(NC(=O)CCC(=O)Nc2cnc(N3CCN(C)CC3)cc2C)c1 | 8 | -2 |
| Cn1nccc1-c1nnc(NC(=O)C2CCCCC2)o1 | 0 | -5 |
| CC(=O)C1=C(O)C(=O)N(c2cccc(Br)c2)C1c1ccccc1 (stereo not drawn) | 0 | 7 |
| Cc1ccc(N2CCN(C(=O)c3ccc(-c4cncnc4)nc3)CC2)cc1 | 12 | -1 |
| S=C(Nc1cccnc1)N1CCCN(Cc2ccc(Cl)cc2Cl)CC1 | · | 1 |
| CN1c2ccc(Cl)cc2C(=O)NC12CCN(C(=O)c1cc(F)cc(F)c1)CC2 | -3 | 0 |
| CCc1ccc(N2CN=c3s/c(=C\c4ccccc4O)c(=O)n3C2)cc1 | 30 | -3 |
| O=C(c1ccccc1[N+](=O)[O-])N1N=C(C(F)(F)F)CC1(O)c1cccnc1 (stereo not drawn) | 0 | 2 |
| CC(C)Cc1ccc(C#N)c(SCC(=O)c2ccccc2)n1 | -24 | -2 |
| Cc1nc(SCC(=O)c2ccc(Cl)cc2)[nH]c(=O)c1CCC(C)C | · | 2 |
| CCn1ccc2c(cc(C(=O)NCc3ccc(F)c(Cl)c3)n2C)c1=O | -2 | 2 |
| COc1cc(CNC(C)CCc2ccccc2)cc(OC)c1 (stereo not drawn) | -11 | 7 |

Single entries from the entries so far:
mHTT-CaM PPI inh, CCc1cccc(NC(=O)CCC(=O)Nc2cnc(N3CCN(C)CC3)cc2C)c1 is entered as 8
mHTT-CaM PPI inh, CC(=O)C1=C(O)C(=O)N(c2cccc(Br)c2)C1c1ccccc1 (stereo not drawn) is entered as 0
mHTT-CaM PPI inh, CC(C)Cc1ccc(C#N)c(SCC(=O)c2ccccc2)n1 is entered as -24

Additional entries follow:
| structure | mHTT-CaM PPI inh | Pf apPOL inh |
| --- | --- | --- |
| CCOc1ccccc1C(=O)Nc1nnc(C(C)C)s1 | 4 | -7 |
| C=C[C@@H]1c2cc(C)ccc2N(S(=O)(=O)c2ccc(C)cc2)[C@H](c2ccccc2)C1(C#N)S(=O)(=O)c1ccccc1 (stereo partly drawn) | 0 | -1 |
| O=S(=O)(Nc1ccccc1Cl)c1ccc(F)cc1 | -3 | -1 |
| CCCn1c(=O)c2oc(C)cc2n(-c2ccccc2C)c1=O | · | -8 |
| Cc1csc(NC(=O)C2CCC(CNS(=O)(=O)c3ccc(Br)s3)CC2)n1 (stereo not drawn) | 2 | -8 |
| Cc1cccc(C2N(c3nccs3)C(=O)C3CCCN32)c1 (stereo not drawn) | 11 | -5 |
| O=C(Nc1ccc2nc(-c3ccccn3)c(-c3ccccn3)nc2c1)N1CCOCC1 | 7 | -2 |
| COc1ccc(CCc2nc(C)cc(CN(C)C)c2O)cc1OC | -1 | -4 |
| O=C(CSc1nc2ccccc2o1)NC(=O)CSc1nc2ccccc2o1 | 0 | -5 |
| Cc1ccc(S(=O)(=O)N2CCC3(CC2)NC(C)C(=O)N3Cc2ccccc2)cc1 (stereo not drawn) | 14 | -4 |
| COc1cccc(/C=C2/C(=O)N(c3ccccc3)N=C2C)c1O | 73* | -2 |
| O=C(c1cc2nc(-c3ccco3)cc(C(F)(F)F)n2n1)N1CCCc2ccccc21 | -7 | 7 |
| O=c1c2ccccc2ncn1C1CCN(S(=O)(=O)c2cccc(Cl)c2)CC1 | -7 | 1 |
| COc1cc(OC)c(-n2nnc(-c3nc(-c4ccccc4OC)cs3)c2N)cc1Cl | 9 | -9 |
| Cc1noc(C)c1S(=O)(=O)N1CCC(CC(=O)N2CCN(C(=O)C(C)C)CC2)CC1 | -9 | -3 |

Next section; the last 4 above are carried over.
| structure | mHTT-CaM PPI inh | Pf apPOL inh |
| --- | --- | --- |
| O=C(c1cc2nc(-c3ccco3)cc(C(F)(F)F)n2n1)N1CCCc2ccccc21 | -7 | 7 |
| O=c1c2ccccc2ncn1C1CCN(S(=O)(=O)c2cccc(Cl)c2)CC1 | -7 | 1 |
| COc1cc(OC)c(-n2nnc(-c3nc(-c4ccccc4OC)cs3)c2N)cc1Cl | 9 | -9 |
| Cc1noc(C)c1S(=O)(=O)N1CCC(CC(=O)N2CCN(C(=O)C(C)C)CC2)CC1 | -9 | -3 |
| Cc1cccc(-n2nc3c(c2NC(=O)c2cccc([N+](=O)[O-])c2C)CSC3)c1C | 1 | -11 |
| Cc1cccc(N2CCN(C(=O)c3ccc(-n4ccc(C)n4)nc3)CC2)c1 | 4 | -2 |
| Cc1cccc(NC(=O)c2cncc(Br)c2)c1 | -7 | 0 |
| N=c1ncn(CC(O)CO)c2nc(Br)[nH]c12 (stereo not drawn) | 2 | -7 |
| Cc1[nH]n(-c2ccc([N+](=O)[O-])cc2)c(=O)c1C=NCCCN1CCOCC1 | 0 | -3 |
| CC(C)n1c(=O)c(N2CCN(S(=O)(=O)c3ccc(Cl)cc3)CC2)nc2ccncc21 | 21 | 0 |
| COC(=O)c1cnc2nc(C)ccc2c1Nc1ccc(Br)cc1C | 94* | -15 |
| CC12CC(NC(=O)N1c1cc(F)ccc1F)c1cc(Cl)ccc1O2 (stereo not drawn) | 8 | 1 |
| CC(=O)c1cccc(NC(=O)CCc2csc3nc(-c4ccccc4)cn23)c1 | -5 | -8 |
| CC(=O)NC(C)C(=O)N1CCCn2cc(-c3ccccc3F)nc21 (stereo not drawn) | 13 | 0 |
| COc1ccc2cc3cc(C(=O)N4CCN(c5ccccn5)CC4)oc3nc2c1 | -1 | -4 |
| CC=Cc1ccc(OCC(O)CNC(C)(C)C)c(OC)c1 (stereo not drawn) | -1 | -20 |
| Cc1noc(-c2nn(C)c3c2CN(C(=O)C(C)Oc2cccc(Cl)c2)CC3)n1 (stereo not drawn) | -8 | 1 |
| Cc1noc(-c2ccc(=O)n(Cc3ccccc3)n2)n1 | -5 | -2 |
| O=C(NC1CC2CC1CN2C(=O)c1ccc(OC(F)(F)F)cc1)c1cccnc1 (stereo not drawn) | -3 | -4 |

(next part)
| structure | mHTT-CaM PPI inh | Pf apPOL inh |
| --- | --- | --- |
| O=C(O)C(Cc1ccc(Cl)cc1)NS(=O)(=O)c1ccccc1 (stereo not drawn) | -3 | -2 |
| CCCC(=O)NC(c1ccccc1)c1ccc2cccnc2c1O (stereo not drawn) | 100* | -4 |
| O=C1C(=Cc2cccn2-c2ccc(Br)cc2)C(=O)c2ccccc21 | 5 | 6 |
| O=C(/C=C/c1ccccc1)Nc1cccc(C(=O)NCCCCc2ccccc2)c1 | -16 | -3 |
| COc1cc(C=O)ccc1OCc1ccc(C(=O)O)cc1 | 6 | -5 |
| COc1cc(OC)c(C2N(c3ccc(Cl)cc3)C(=O)C3CCCN32)cc1OC (stereo not drawn) | 67* | 0 |
| O=C(NCCOc1ccc(-c2ccccc2)nn1)c1cc(-c2ccco2)on1 | -4 | -4 |
| NC1=NC(=O)/C(=C/c2ccccc2OCc2ccc([N+](=O)[O-])cc2)S1 | 9 | -2 |
| COc1ccccc1N1CCN(CC(O)COc2cc(C)cc(C)c2)CC1 (stereo not drawn) | 37 | 3 |
| NC(=O)c1ccc(NC(=O)C2CCN(c3cc(N4CCCCC4)ncn3)CC2)cc1 | -7 | -12 |
| CCCc1[nH]n(-c2ccc(F)cc2)c(=O)c1C=Nc1ccc(Cl)cc1 | 2 | -2 |
| COCc1cc(=O)[nH]c(SCC(=O)Nc2ccc(C)c(C)c2)n1 | 3&5 | -3&21 |
| CCCn1cnnc1C1CCN(Cc2ccc(OCC)c(OC)c2)CC1 | 8 | -1 |
| Cc1cccc(C2C(C(=O)NCc3ccncc3)c3ccccc3C(=O)N2C2CC2)c1 (stereo not drawn) | 22 | 1 |
| CCOC(CN(C(=O)c1ccc(C(F)(F)F)cc1)c1ccc(F)cc1)OCC | · | -5 |

The results go on:
| structure | mHTT-CaM PPI inh | Pf apPOL inh |
| --- | --- | --- |
| CCOc1ccc(C2CC(c3ccccc3OC)n3nc(N)nc3N2)cc1 (stereo not drawn) | 7 | -3 |
| O=C(CSc1nncn1-c1ccccc1)c1ccc(F)cc1 | 0 | -3 |
| COc1ccc(S(=O)(=O)NC(c2ccccc2)c2ccccc2)cc1OC | -6 | 1 |
| CCCn1cc2c3c(cccc31)CN(C(=O)Nc1ccc3c(c1)OCCO3)CC2 | 9 | -1 |
